Screening results (PubChem BioAssay)
All columns: NCI-60 one-dose screen, growth in % after 48 h at 10 µM unless noted; 100 = growth as untreated, 0 = no growth, -100 = all killed.
TK-10: TK-10 renal cancer cells | AID 1794769 | 81,000 tested, 3.9% active; active = growth percent below 10
* marks the source's active call; other numbers are inactive results; & = joins results of further samples; [ ] = remark or other dose. Only part of the results is shown (hit frequency here may not be typical).

(1) CCN1C(=O)C(CCC(=O)O)N=C(c2ccc(O)cc2)c2cc(Cl)ccc21 (stereo not given)
  TK-10: 89.8[30 µM]

(2) CCCCN1C(=O)C(CC(=O)O)N=C(c2cccc(O)c2)c2ccc(Cl)cc21 (stereo not given)
  TK-10: 100.1[30 µM]

(3) N#CCN1C(=O)C(CCC(N)=O)N=C(c2cccc(O)c2)c2ccccc21 (stereo not given)
  TK-10: 87.5[30 µM]

(4) O=C(O)CC1N=C(c2cccc(O)c2)c2ccccc2N(CC2CC2)C1=O (stereo not given)
  TK-10: 111.2[30 µM]

(5) COC1=CC23CCCN2CCc2cc4c(cc2C3C1O)OCO4 (stereo not given)
  TK-10: 53.7&75.6[100 µM]

(6) NC(=O)CN1C(=O)CN=C(c2ccc(O)cc2)c2cc(Cl)ccc21
  TK-10: 100.5[30 µM]

(7) NC(=S)N/N=C(/C(=O)Nc1nc2ccc([N+](=O)[O-])cc2s1)C1C(=O)NC(=S)NC1=O
  TK-10: 21.3&39.9[100 µM]

(8) CC12CC3OC(=O)C1COC14OC5(C2C1=O)C(O)(CCC1C4CC2OC24CC=CC(=O)C14C)C(=O)OC35C (stereo not given)
  TK-10: -100.0*[100 µM]

(9) CC(C)C1N=C(c2cccc(O)c2)c2ccc(Cl)cc2N(CC2CC2)C1=O (stereo not given)
  TK-10: 103.2[30 µM]

(10) CCN1C(=O)C(CCC(=O)O)N=C(c2cccc(O)c2)c2ccccc21 (stereo not given)
  TK-10: 106.4[30 µM]

(11) CCCCCN1C(=O)C(C(C)C)N=C(c2cccc(O)c2)c2ccccc21 (stereo not given)
  TK-10: 106.7[30 µM]

In another format: entries from further up
cpd | Structure | TK-10
6 | NC(=O)CN1C(=O)CN=C(c2ccc(O)cc2)c2cc(Cl)ccc21 | 100.5[30 µM]
4 | O=C(O)CC1N=C(c2cccc(O)c2)c2ccccc2N(CC2CC2)C1=O (stereo not given) | 111.2[30 µM]
8 | CC12CC3OC(=O)C1COC14OC5(C2C1=O)C(O)(CCC1C4CC2OC24CC=CC(=O)C14C)C(=O)OC35C (stereo not given) | -100.0*[100 µM]

Screen by screen, from the results shown.
Compounds 1 to 11 in TK-10: 89.8[30 µM], 100.1[30 µM], 87.5[30 µM], 111.2[30 µM], 53.7&75.6[100 µM], 100.5[30 µM], 21.3&39.9[100 µM], -100.0*[100 µM], 103.2[30 µM], 106.4[30 µM], 106.7[30 µM]
